Screens from PubChem.
PAFAH1B3 inh – inhibitors of human PAFAH1B3. Q15102. recombinant PAFAH1B3, FP-rhodamine probe, fluorescence polarization. inhibition, % at 3.39 µM. 340,000 tested, 0.28% active. AID 492972;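 active means inhibition above the screen-wide average of all tested compounds plus 3 SD, cut at about 25% in these data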;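 further: 0% = enzyme with DMSO only and 100% = wells lacking PAFAH1B3 protein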
Target sequence (Q15102 whole entry, looked up): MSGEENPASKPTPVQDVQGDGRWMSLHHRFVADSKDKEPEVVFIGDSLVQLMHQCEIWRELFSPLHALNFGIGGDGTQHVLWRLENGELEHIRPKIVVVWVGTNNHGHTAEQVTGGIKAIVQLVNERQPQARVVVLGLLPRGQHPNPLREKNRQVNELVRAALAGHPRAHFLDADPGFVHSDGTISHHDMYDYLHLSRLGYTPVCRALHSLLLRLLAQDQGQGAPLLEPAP
pPAFAH FP inh – inhibitors of human plasma PAF acetylhydrolase (pPAFAH). Q13093. recombinant pPAFAH, FP-rhodamine probe fluorescence polarization. inhibition, % at 3.39 µM. 330,000 tested, 1.5% active;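 active means inhibition above the mean inhibition across the screen plus 3 SD, cut at about 25% in these data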;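 further: inhibitors block binding of the rhodamine activity-based probe so polarization drops; 0% = enzyme with DMSO and 100% = wells lacking pPAFAH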
Target sequence (Q13093 whole entry, looked up): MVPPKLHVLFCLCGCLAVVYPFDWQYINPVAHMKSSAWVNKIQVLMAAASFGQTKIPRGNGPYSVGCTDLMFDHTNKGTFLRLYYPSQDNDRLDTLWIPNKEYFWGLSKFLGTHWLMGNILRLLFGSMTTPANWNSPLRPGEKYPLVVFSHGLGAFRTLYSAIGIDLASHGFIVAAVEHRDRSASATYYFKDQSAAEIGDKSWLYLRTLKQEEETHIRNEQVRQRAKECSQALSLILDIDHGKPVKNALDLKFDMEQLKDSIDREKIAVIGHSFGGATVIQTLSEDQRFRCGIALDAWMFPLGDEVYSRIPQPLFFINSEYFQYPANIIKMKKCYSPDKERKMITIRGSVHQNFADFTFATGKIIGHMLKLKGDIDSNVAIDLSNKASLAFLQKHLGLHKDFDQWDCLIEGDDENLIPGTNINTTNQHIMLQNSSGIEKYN
PREPL inhibitor – human PREPL enzyme inhibition; Q4J6C6; recombinant PREPL, fluorescence polarization activity-based probe; inhibition, % at 5.96 µM; 320,000 tested, 0.68% active; AID 2751; in the data active means inhibition above about 43%;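 further: 0% = enzyme with DMSO and 100% = wells lacking enzyme; many of its hits are not listed in these tables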
ZTA counter – counter-screen for EBNA-1 inhibitors: inhibitors of Epstein-Barr virus ZTA. ZTA-DNA binding, fluorescence polarization. 320,000 tested, 0.15% active. inhibition, % at 11 µM. AID 2234; in the data active means inhibition above about 33%
Target sequence (P03206 whole entry, looked up): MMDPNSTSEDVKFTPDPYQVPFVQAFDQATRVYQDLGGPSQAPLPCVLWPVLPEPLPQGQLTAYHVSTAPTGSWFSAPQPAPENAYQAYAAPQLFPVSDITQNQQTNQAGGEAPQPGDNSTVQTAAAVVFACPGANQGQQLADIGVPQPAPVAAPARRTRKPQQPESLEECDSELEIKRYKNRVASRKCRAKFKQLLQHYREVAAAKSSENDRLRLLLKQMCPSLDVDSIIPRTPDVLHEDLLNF
LYPLA1 counter – blocks human lysophospholipase 1, a PME1 counter-screen. O75608. recombinant LYPLA1, FP-Rh probe fluorescence polarization. inhibition, % at 5.9 µM. 320,000 tested, 0.16% active. AID 2174;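 active means inhibition above the mean of all tested compounds plus 3 SD, set per campaign, cut at about 14% in these data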;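 further: inhibitors block serine hydrolase probe labeling of LYPLA1 so polarization falls; 0% = enzyme with DMSO and 100% = wells lacking LYPLA1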
PAFAH1B2 inh – inhibitors of human PAFAH1B2 | 340,000 tested, 1.2% active | inhibition, % at 3.39 µM | recombinant PAFAH1B2, FP-rhodamine activity probe, fluorescence polarization;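 active means inhibition above the mean of all tested compounds plus 3 SD, cut at about 24% in these data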;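 further: 0% = enzyme with DMSO and 100% = wells lacking PAFAH1B2; many of its hits are not listed in these tables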
EBNA-1 inh – blocks EBNA-1 binding to DNA | EBNA-1 DNA binding, fluorescence polarization | inhibition, % at 14.8 µM | 300,000 tested, 0.34% active; in the data active means inhibition above about 28%
PAFAH2 inh – PAFAH2 (human) inhibition. recombinant PAFAH2, FP-rhodamine activity probe, fluorescence polarization. inhibition, % at 3.39 µM. 340,000 tested, 0.99% active;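 active means inhibition above the mean over all tested compounds plus 3 SD, cut at about 30% in these data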;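 further: inhibitors block probe labeling of enzyme so polarization drops; 0% = enzyme with DMSO and 100% = wells lacking PAFAH2 protein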
LYPLA2 inh – blocks human lysophospholipase 2, a PME1 counter-screen | recombinant LYPLA2, FP-Rh probe fluorescence polarization | AID 2177 | O95372 | inhibition, % at 5.9 µM | 320,000 tested, 0.38% active;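 active means inhibition above the screen-wide mean plus 3 SD, limit set per campaign, cut at about 26% in these data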;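 further: 0% = LYPLA2 with DMSO and 100% = wells lacking LYPLA2 enzyme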
Starred values were filed as active, the others as inactive; / = not tested or not shown. These rows are one share of the data (hit frequency here may not be typical).

SMILES	PAFAH1B3 inh	pPAFAH FP inh	PREPL inhibitor	ZTA counter	LYPLA1 counter	PAFAH1B2 inh	EBNA-1 inh	PAFAH2 inh	LYPLA2 inh
COc1ccc(CCNC(=O)c2c(N)no[n+]2[O-])cc1OC	8	6	8	-7	0	2	4	4	5
Cc1ccc(C(C)C)c(OCCNC(=O)c2ccccc2O)c1	2	-1	5	7	-2	1	4	8	-5
COc1ccc(-n2c(=S)[nH]c3ccccc3c2=S)cc1	9	-1	21	5	-2	-1	-8	4	-1
Cc1nn2c(NCCN(C)C)c3c(nc2c1-c1ccccc1)CCC3	1	2	22	14	4	5	6	-4	8
CCOC(=O)c1ccc(NC(=O)CCC(=O)OC)cc1	4	3	-2	-4	-4	1	5	0	2
Cc1nn(CCCC(=O)NCc2ccccc2)c(=O)c2nccn12	7	0	12	8	0	4	-12	7	-1
Cc1ccccc1NC(=O)/C(=C\c1cccs1)NC(=O)c1ccco1	6	5	5	4	-1	-3	11	7	-1
NC(=NC(=O)c1ccc(Cl)cc1)N1N=CCC1c1ccccc1 (centres undefined)	7	5	-12	-5	-2	-2	1	2	-5
CCSc1cc(C)nc2c(-c3ccc(Cl)cc3)c(C)nn12	5	13	2	-5	-1	1	13	6	-2
COc1ccc(S(=O)(=O)NNC(=O)C2CC(c3cccnc3)=NO2)cc1 (centres undefined)	6	0	-9	-1	-1	7	-10	1	-8
COCCCNC(=O)Cn1nnc(-c2ccc(NC(=O)c3ccccc3F)cc2)n1	3	-1	10	14	-1	1	-4	0	-2
COc1ccc(NCC(=O)N/N=C2\CCc3ccccc32)cc1	1	9	20	4	-4	-10	4	-4	0
CCCCCCCCn1cnc2c(N)c(C)c(C)cc21	8	20	17	18	-1	11	7	1	7
O=C(CCCn1c(=S)[nH]c2ccccc2c1=O)NC1CCCCC1	4	2	-5	-5	-1	0	4	-12	-2
Cc1ccc(C(=O)N[C@H](C(=O)Nc2cc(Cl)cc(Cl)c2)C(C)C)cc1	4	2	-2	-16	-3	5	-6	1	0
Cc1c(C(=O)NN)nn(-c2ccc(Cl)cc2)c(=O)c1C#N	3	5	41	4	-4	2	5	5	-2
CC(OC(=O)CNC(=O)c1ccc(Cl)c([N+](=O)[O-])c1)C(=O)NCc1ccco1 (centres undefined)	3	3	1	-3	0	4	8	1	-4
COCCNC(=O)c1cc(-c2cccc(OC)c2)on1	1	5	8	19	-5	-2	13	3	-7
O=C(c1scc2c1CCCC2)N1CCCCC1	4	5	-8	9	-1	7	4	-4	-2
Cc1cccc(NS(=O)(=O)c2cccc(C(=O)NCCCN3CCOCC3)c2)c1	3	19	4	11	0	2	10	5	1
CCCn1c(=NC(=O)c2ccco2)c(C(=O)OCC)cc2c(=O)n3ccccc3nc21	0	1	4	11	0	4	6	-1	7
CCCOc1c(Cl)cc(/C=N/O)cc1OCC	9	-1	-10	-7	1	2	2	-5	-4
CCOc1ccc(C(=O)N2CCN(CC(=O)N3CCCC3)CC2)cc1OCC	6	-4	16	0	1	1	/	2	1
Cc1cc(NC(=O)NCC(F)(F)F)no1	4	-8	12	3	-2	0	-16	0	-1
CC(=O)c1cccc(N(CC(=O)Nc2ccccc2F)S(C)(=O)=O)c1	7	-6	2	5	3	3	-18	-2	-4
CC1CCN(C(=O)c2ccc3c(c2)NC(=O)/C(=C/c2ccccc2)S3)CC1	9	11	-8	-6	-9	3	1	5	-1
Cc1nc2ccccc2nc1CN1CCN(Cc2ccc(F)c(F)c2)C(CCO)C1 (centres undefined)	-6	1	11	-12	-1	-5	2	-8	0
O=C(N/N=C/c1ccc(Cl)cc1)c1nc2ccc([N+](=O)[O-])cc2c(=O)[nH]1	2	3	8	14	1	5	10	1	-7
Cc1ccsc1CNC1CCCCC1	-3	4	-1	5	-3	4	5	4	-6
Cc1ccc(S(=O)(=O)Nc2ccc3c(c2)C(=O)N([C@H](C)CO)C[C@H](C)[C@@H](CN(C)Cc2ccccc2)O3)cc1	8	4	16	/	/	13	/	5	/
Cc1onc(-c2ccccc2)c1-c1csc(N/N=C/c2ccccc2Cl)n1	-10	3	-30	-8	-10	6	8	-9	-13
Cc1cccc(NC(=O)Nc2ccc(S(N)(=O)=O)cc2)c1	/	-3	-13	9	-6	/	3	/	-5
CCNC(=O)C1CC(=O)N(c2ccc(Br)cc2)C1 (centres undefined)	10	5	0	3	1	0	-2	6	-6
O=C(COC(=O)c1c(F)cccc1F)Nc1ccc(N2CCCCC2)cc1	5	11	27	/	/	2	/	26	/
COCCCNC(=O)C1CCN(C(=O)c2cc3sccc3n2Cc2ccc(F)cc2)CC1	10	2	31	-8	0	0	-6	4	-5
CCCCN1CC(=O)N2[C@H](c3ccc(Cl)cc3)[C@@H]3C(=O)N(CC)C(=O)[C@@H]3[C@]2(Cc2ccccc2)C1=O	-1	6	18	4	0	-4	2	0	2
Cc1csc(SCC(=O)Nc2cc(S(=O)(=O)N3CCOCC3)ccc2N2CCOCC2)n1	4	2	5	-4	2	2	7	8	1
CC(C)CC(=O)Nc1nnc(CSCc2ccc(F)cc2)s1	9	6	8	12	1	5	9	11	-5
Cc1cc(C(=O)Nc2nnc(C3CCCCC3)s2)no1	7	3	4	-1	0	10	-1	-3	0
CCCCN1C(=O)C(=O)N(CC(=O)Nc2ccccc2C(=O)OCC)C1=O	9	0	-6	-6	0	-2	-5	3	-2
CC(=O)c1ccc(-n2c(CCC(=O)O)ccc2-c2ccc(Cl)cc2)cc1	8	-1	1	11	-2	8	6	3	-8
CCOC(=O)c1ccccc1NC(=O)c1cc(S(=O)(=O)N2CCOCC2)ccc1F	-1	17	27	-13	4	1	-8	16	-10
O=C(c1ccc(CS(=O)Cc2ccc(Cl)cc2)o1)N1CCN(c2ccccc2)CC1 (centres undefined)	2	22	3	1	4	10	8	8	0
CC(NCc1ccncc1)C12CC3CC(CC(C3)C1)C2 (centres undefined)	3	-1	-6	2	1	5	-7	5	-2
CC(NC(=O)C12CC3CC(CC(C3)C1)C2)C(=O)N/N=C/C1=C(N2CCOCC2)C(=C\c2cccc([N+](=O)[O-])c2)/CC1 (centres undefined)	-1	5	6	5	0	-6	4	-3	2
Cc1ccc2nc(SCC(=O)NCc3ccccc3Cl)nc(=O)n2c1	2	8	0	11	-3	-2	6	-3	-3
CC(C)(C)c1cc(S(=O)(=O)CCc2ccccn2)cc(C(C)(C)C)c1F	1	11	8	-5	2	2	-4	-1	6
CCOC(=O)C1CCN(C(=O)c2cc3cc4ccc(OC)cc4nc3o2)CC1	3	3	-7	9	-3	1	3	2	-7
CCOC(=O)N1CCN(C(=O)c2ccc3c(c2)N=C(CC)c2cc(C)ccc2S3)CC1	-1	5	32	-4	9	-2	-4	14	19
COc1ccc(S(=O)(=O)N(C)CC(=O)Nc2cccc(C(C)=O)c2)cc1Cl	3	1	-7	0	-1	-3	3	4	-2
CC(C)(C)N1CC23CCC(C[C@@H]2C1=O)O3 (some centres undefined)	1	-4	-3	6	-1	3	0	-2	11
COc1ccc(C(=O)CSc2nccn2C)cc1	1	-1	11	-8	-1	5	1	2	-3
N#Cc1c2c(c[nH]c1=O)CCN2Cc1ccccc1	12	-2	0	11	2	3	-7	3	4
CCOC(=O)N1CCN(C(=O)CN2C(=O)CC(C)(C)S(=O)(=O)c3ccccc32)CC1	-4	4	6	0	-2	3	4	1	2
CN(C(=O)CN1C(=O)NC(c2ccccc2)(c2ccccc2)C1=O)C1CCS(=O)(=O)C1 (centres undefined)	1	2	1	5	-1	-1	/	6	6
COc1cccc(NC(=O)CSc2nc3ncc(Br)cc3[nH]2)c1	5	2	-14	1	-2	4	-1	5	-2
CC1CCCCC1NC(=O)CN(C)S(=O)(=O)c1cccc2cccnc12 (centres undefined)	8	2	-2	-12	0	-3	0	-3	3
O=C(NCc1cccnc1)c1c[nH]c2cc3c(cc2c1=O)OCCO3	1	5	-5	6	-3	5	0	2	-6
COc1ccccc1NC(=S)N(CCCN1CCOCC1)Cc1cccs1	0	5	0	9	0	-1	13	1	3
CCOc1ccc(C2/C(=C(\O)c3cccc(OC)c3)C(=O)C(=O)N2c2cc(C)on2)cc1OC (centres undefined)	0	6	9	-18	3	1	4	0	6

Complete entries as entered above. Order of screens: PAFAH1B3 inh, pPAFAH FP inh, PREPL inhibitor, ZTA counter, LYPLA1 counter, PAFAH1B2 inh, EBNA-1 inh, PAFAH2 inh, LYPLA2 inh
CCOC(=O)N1CCN(C(=O)CN2C(=O)CC(C)(C)S(=O)(=O)c3ccccc32)CC1 across the screens: -4, 4, 6, 0, -2, 3, 4, 1, 2
N#Cc1c2c(c[nH]c1=O)CCN2Cc1ccccc1 across the screens: 12, -2, 0, 11, 2, 3, -7, 3, 4
COc1ccccc1NC(=S)N(CCCN1CCOCC1)Cc1cccs1 across the screens: 0, 5, 0, 9, 0, -1, 13, 1, 3
COc1ccc(C(=O)CSc2nccn2C)cc1 across the screens: 1, -1, 11, -8, -1, 5, 1, 2, -3
CCOC(=O)C1CCN(C(=O)c2cc3cc4ccc(OC)cc4nc3o2)CC1 across the screens: 3, 3, -7, 9, -3, 1, 3, 2, -7

Two entries drawn at random from the list so far, as already listed:
SMILES	PAFAH1B3 inh	pPAFAH FP inh	PREPL inhibitor	ZTA counter	LYPLA1 counter	PAFAH1B2 inh	EBNA-1 inh	PAFAH2 inh	LYPLA2 inh
O=C(NCc1cccnc1)c1c[nH]c2cc3c(cc2c1=O)OCCO3	1	5	-5	6	-3	5	0	2	-6
COc1ccccc1NC(=S)N(CCCN1CCOCC1)Cc1cccs1	0	5	0	9	0	-1	13	1	3

Next part:
SMILES	PAFAH1B3 inh	pPAFAH FP inh	PREPL inhibitor	ZTA counter	LYPLA1 counter	PAFAH1B2 inh	EBNA-1 inh	PAFAH2 inh	LYPLA2 inh
CN(C)C(=O)Cn1c(SCC(=O)Nc2ccc3c(c2)OCO3)nc2ccccc21	4	4	9	11	-1	3	8	16	1
Cn1c(SCC(=O)Nc2ccccc2F)nnc1-c1ccc(S(=O)(=O)N2CCOCC2)cc1	13	4	0	2	-3	1	3	1	-7
O=C(N/N=C/c1cccc([N+](=O)[O-])c1)c1cccc(Br)c1	9	-3	12	-16	-3	-3	-6	-7	0
Cn1nnc(NC(=O)c2cccc(OCc3ccccc3)c2)n1	1	6	2	2	1	15	-5	0	2
CC1=C(C#N)C(=O)N(C2CCS(=O)(=O)C2)C(=O)/C1=C\c1ccco1 (centres undefined)	/	93*	15	79*	-9	/	63*	/	1
Cc1cc(C)n2nc(C)c(-c3ccccc3)c2n1	4	1	-2	-6	5	2	-3	0	3
COc1ccc(CC(=O)NNc2ncnc3c2cnn3-c2ccc(C)cc2)cc1	12	-7	-10	3	-3	0	97*	-2	-8
CCN=C1SC(CC(=O)Nc2ccccc2OCC)C(=O)N1CC (centres undefined)	7	-6	5	6	4	2	-6	4	8
Cc1ccc(-n2nnc3c(=O)oc4ccccc4c32)cc1	1	2	3	-5	3	2	5	6	3
O=C1NN=C(c2ccccc2)CC1c1c[nH]c2ccccc12 (centres undefined)	6	-3	6	2	4	3	2	0	7
CC(=O)Nc1ccccc1-c1nc2ccccc2nc1OCC(=O)c1ccc(Br)cc1	-2	3	3	1	-7	0	-5	-9	-10
CCOc1ccc(N(CC(=O)Nc2ccccc2C(=O)N2CCCC2)S(C)(=O)=O)cc1	-1	0	-10	-14	2	3	-11	-6	6
CN(CC(=O)Nc1cccc(F)c1)C(=O)CSc1nc2ccccc2s1	2	0	-4	4	-1	5	-5	-6	-3
CC(C)C(NS(=O)(=O)c1cccs1)C(=O)N1CCc2ccccc2C1 (centres undefined)	4	7	-16	-4	1	5	-4	6	2
Cc1cc(O)c(NC(=O)c2ccco2)cc1C	2	2	-2	21	2	5	8	7	0
Cc1noc(C)c1COC(=O)CCN1c2ccccc2Sc2ccccc21	3	13	9	9	4	0	-11	7	12
CCN(CC(=O)Nc1cc(Cl)ccc1C)c1ncnc2sc(C)c(C)c12	4	0	-5	2	-4	0	2	6	3
